Bioassay records (PubChem BioAssay)
Rv3671c protease – Rv3671c serine protease inhibitors, primary screen, biochemical, fluorescence polarization, M. tuberculosis H37Rv; inhibition, % at 5.96 µM; AID 2606, 2010; hit rate 0.048% among 320,000; in the data active = inhibition above about 38%;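 also: extracellular domain of Rv3671c used as enzyme; 0% = enzyme with DMSO and 100% = no enzyme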
Target sequence (P9WHR9 whole entry, looked up, the tested form may be a part): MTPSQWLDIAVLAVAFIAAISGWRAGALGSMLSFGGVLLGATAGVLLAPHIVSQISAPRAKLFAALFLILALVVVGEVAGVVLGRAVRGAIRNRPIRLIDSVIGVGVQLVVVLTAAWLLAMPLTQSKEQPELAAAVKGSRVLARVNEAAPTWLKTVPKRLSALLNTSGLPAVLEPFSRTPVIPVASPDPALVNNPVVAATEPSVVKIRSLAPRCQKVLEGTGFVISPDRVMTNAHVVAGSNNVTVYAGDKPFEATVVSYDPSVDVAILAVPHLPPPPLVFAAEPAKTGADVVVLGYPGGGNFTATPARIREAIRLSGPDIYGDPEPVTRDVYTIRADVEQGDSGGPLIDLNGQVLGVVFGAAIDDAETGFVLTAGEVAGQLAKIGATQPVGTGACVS
VHR inh abs – VHR1 phosphatase inhibitors, primary screen, biochemical, absorbance, uHTS; hit rate 0.52% among 290,000; AID 1654, 2009; recombinant VHR phosphatase, pNPP absorbance; inhibition, % at 13.3 µM; Dual specificity protein phosphatase 3 (Homo sapiens), P51452; in the data active = inhibition above about 50%; also: some compounds called inactive have numbers as strong as hits
Target sequence (P51452 whole entry, looked up): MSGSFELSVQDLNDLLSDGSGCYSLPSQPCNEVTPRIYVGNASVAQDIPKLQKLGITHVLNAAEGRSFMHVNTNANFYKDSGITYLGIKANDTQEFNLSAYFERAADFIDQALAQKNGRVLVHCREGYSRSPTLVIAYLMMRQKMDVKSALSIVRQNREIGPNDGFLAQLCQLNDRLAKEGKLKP
Yp Topo-I inh – Yersinia pestis topoisomerase I inhibitors, primary screen, biochemical, cleavage product accumulation, plate reader, single point | Y. pestis Topo-I cleavage product accumulation | DNA topoisomerase I (Yersinia pestis CO92) | activity, % at 10 µM | hit rate 0.064% among 360,000 | AID 504884, 2011; in the data active = activity above about 50%, passing the limit was not always enough; also: inactives centre near 2
SSB-PriA inh – inhibitors of Klebsiella pneumoniae PriA binding to SSB C-terminal tail, primary screen, biochemical, AlphaScreen; hit rate 0.6% among 430,000; inhibition, % at 33 µM; AlphaScreen SSBct-PriA binding, biotinylated peptide; PriA–SSB C-terminal tail interaction (Klebsiella pneumoniae); in the data active = inhibition mostly above about 37%, no sharp cut-off; inactive = mostly below about 20%;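 also: plate controls were negative control peptide for no effect and reference peptide for full effect; strong numbers were not always called active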
CCHFV vOTU inh – CCHFV vOTU protease inhibitors, primary screen, biochemical, Pep-AMC substrate, fluorescence. Crimean-Congo hemorrhagic fever virus L polyprotein viral ovarian tumor (vOTU) protease …. inhibition, % at 11.5 µM. hit rate 0.55% among 370,000. AID 651958, 2012; in the data active = inhibition above about 30%; also: 0% = vehicle wells with enzyme and 100% = no enzyme wells
Vc quorum ag – inducers of Vibrio cholerae quorum light production without autoinducers, primary screen, BH1578 luxS cqsA deficient, single point; V. cholerae BH1578 lux reporter, luminescence, 6 h; activation, % at 18.7 µM; hit rate 0.16% among 350,000; in the data active = activation mostly above about 9.7%, no sharp cut-off; also: not every result past the cut was called active; inactives centre near 0; reference of the scale not given here
SARS 3CLpro inh – SARS-CoV 3CLpro protease inhibitors, primary screen, biochemical, quenched FRET; hit rate 0.14% among 290,000; AID 1706, 2009; inhibition, % at 6 µM; Replicase polyprotein 1ab (Severe acute respiratory syndrome coronavirus), P0C6X7; recombinant SARS-CoV 3CLpro, quenched FRET peptide cleavage; in the data active = inhibition above about 12%
MazEF act – activators of E. coli MazEF toxin-antitoxin RNase, primary screen, biochemical, fluorescence, uHTS | FAM/BHQ RNA-DNA oligo cleavage fluorescence, 5 h | activation, % at 20 µM | hit rate 0.32% among 350,000 | AID 504720, 2011; in the data active = activation above about 50%
Target sequence (P0AE70 whole entry, looked up): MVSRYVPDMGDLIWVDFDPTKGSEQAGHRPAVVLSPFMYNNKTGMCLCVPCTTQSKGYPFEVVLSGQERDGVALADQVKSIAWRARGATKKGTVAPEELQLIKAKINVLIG
PrPC TRFRET – inhibitors of human cell surface prion protein PrPC, primary screen, cell-based, TR-FRET | TR-FRET read-out | inhibition, % at 13.8 µM | hit rate 0.43% among 370,000 | AID 720596, 2013; in the data active = inhibition above about 24%; also: 0% = median of the test wells and 100% = reference compound wells
TcdB inh – TcdB glycohydrolase inhibitors, primary screen, biochemical, single point, plate reader | inhibition, % at 9.99 µM | TcdB glycohydrolase enzymatic assay | hit rate 0.24% among 350,000; in the data active = inhibition above about 10%
Starred values were filed as active, the others as inactive; i = inactive; . = not tested or not shown. Only part of the results is shown, so the mix of outcomes need not match the whole.

1	COc1cccc(NC(=O)COc2ccc(S(=O)(=O)NC(C)C)cc2)c1
2	O=C1OC[C@@H]2CCCN2C(=O)[C@H](CC(=O)N(CCO)Cc2ccccc2)C/C=C\CC[C@@H]1Cc1ccc(F)cc1
3	CCOc1ccc(N2CC(C(=O)Nc3ccccc3N3CCCC3)CC2=O)cc1 (stereo unspecified)
4	COC(=O)C1C(c2ccccc2)C=CC(c2ccccc2)C1C(=O)O (stereo unspecified)
5	COc1cc(C(C)=O)ccc1OCC(=O)NCCCn1nc(C)cc1C
6	Cc1ccccc1NC(=O)CCC(=O)N/N=C/c1cc([N+](=O)[O-])ccc1O
7	COc1cc(/C=N/N2CCN(C3c4ccccc4-c4ccccc43)CC2)cc(OC)c1O
8	Cc1nnc(C)c2c(C)n(C(c3ccccc3)c3ccccc3)c(C)c12

compound no.	1	2	3	4	5	6	7	8
Rv3671c protease	2	-1	-2	2	7	3	-1	-8
VHR inh abs	4	.	-3	8	.	-3	-2	21
Yp Topo-I inh	4	26	16	-2	1	5	28	2
SSB-PriA inh	-10	.	-7	2	.	.	.	7
CCHFV vOTU inh	-2	9	0	-9	6	11	1	10
Vc quorum ag	i	-1.5	-0.2	-0.5	-1.7	1.4	-0.4	-5.6
SARS 3CLpro inh	-4	.	1	2	.	-3	6	3
MazEF act	0	9	4	-3	-4	-13	1	7
PrPC TRFRET	13	-1	-6	2	2	-2	4	6
TcdB inh	.	-0.9	-0.3	-0.2	0.4	.	.	-4.5

9	Cc1nnc(SCC(=O)c2ccc(S(=O)(=O)N3CCOCC3)cc2)n1-c1ccccc1
10	COc1ccc(-c2nnn(CC(=O)N(CC(=O)NCCC(C)C)c3ccccc3)n2)cc1OC
11	COc1ccc(/C=C/CN2CCC(n3nccc3NC(=O)C3CCCC3)CC2)cc1
12	O=C(O)C1CC(=O)N(C2CCCCCC2)C1 (stereo unspecified)
13	Cc1ccc(C(=O)Nc2nc(C)c(C(=O)Nc3ccc4c(c3)CCC4)s2)cc1
14	O=C(c1ccc2ccccc2c1)N1CCN(c2ccc(C(F)(F)F)cn2)CC1
15	COc1ccc(OCC(=O)Nc2ccc(N3CCCCC3)cc2)cc1
16	CCOc1cc(N2CCOCC2)c(OCC)cc1NC(=O)COC(=O)CCOc1ccc(C(C)(C)C)cc1

compound no.	9	10	11	12	13	14	15	16
Rv3671c protease	-1	-3	-3	-4	-128	2	-5	9
VHR inh abs	22	14	11	11	8	14	5	.
Yp Topo-I inh	28	24	3	7	9	3	4	8
SSB-PriA inh	-9	-12	-3	-14	-10	-8	7	18
CCHFV vOTU inh	4	3	-2	0	-17	-3	8	-2
Vc quorum ag	i	i	i	3.4	i	-12	i	i
SARS 3CLpro inh	1	-2	-7	4	5	0	2	.
MazEF act	7	4	-6	0	-4	24	-3	5
PrPC TRFRET	-11	0	-17	9	8	-9	5	-3
TcdB inh	.	.	0.7	.	0.8	.	-1.2	0.5

17	COc1ccc(NC(=O)CN(C)CC(=O)Nc2ccccc2SC)cc1
18	O=C(O)c1cc2cc(Cl)cc(Cl)c2oc1=O
19	NC(=O)CNC(=O)c1ccc(Cl)cc1
20	CCc1ccc(/C=C2\SC(=S)N(CCCC(=O)NCCCN3CCOCC3)C2=O)cc1
21	O=C(CSc1n[nH]c(-c2cccs2)n1)N1CCOCC1
22	COc1ccc(NC(=O)CSc2ccc(-c3sc(C)nc3C)nn2)cc1OC
23	Cc1sc(NC(=O)/C=C/c2ccco2)c(C(=O)OC(C)C)c1C
24	CC(C)[C@H](NC(=O)N1CC(=O)Nc2ccccc21)C(=O)N1CCC[C@H]1C(=O)O

compound no.	17	18	19	20	21	22	23	24
Rv3671c protease	-3	-13	3	.	-4	1	-5	-4
VHR inh abs	10	7	13	.	.	19	27	5
Yp Topo-I inh	1	-5	1	21	-3	5	9	4
SSB-PriA inh	-7	-6	-9	.	-8	-1	-12	-5
CCHFV vOTU inh	2	4	-1	6	-2	-4	4	0
Vc quorum ag	-0.3	i	-0.6	-0.3	-0.4	0.0	-0.2	-0.5
SARS 3CLpro inh	0	11	0	.	.	0	3	-1
MazEF act	1	4	-15	10	0	4	6	-4
PrPC TRFRET	7	-6	6	-12	-1	1	3	-7
TcdB inh	.	.	0.3	1.6	1.3	3.2	.	0.5

25	Cc1ccc(NC(=O)C2CCCO2)cc1[N+](=O)[O-] (stereo unspecified)
26	COc1ccc(C(=O)N2CC3(CC(c4cccc(NC(=O)COc5ccc(Cl)cc5)c4)=NO3)C[C@@H]2C(N)=O)cc1 (stereo partly specified)
27	COc1cccc2cc(C(=O)Nc3cccnc3N3CCOCC3)c(=O)oc12
28	CC(=O)Nc1ccc(NC(=O)CSc2ccc(-c3sc(C)nc3C)nn2)cc1
29	O=S(=O)(/N=C(/Nc1nccs1)c1ccc(F)cc1)c1ccccc1
30	Cc1ccc2oc(C(=O)N(C)CCC(O)c3ccccc3)c(C)c2c1 (stereo unspecified)
31	COc1ccc(C)cc1Nc1n[n+](C)c(-c2c3ccccc3cc3ccccc23)s1
32	Cc1ccc(C(=O)N2CCCC2)cc1S(=O)(=O)N1CCOCC1

compound no.	25	26	27	28	29	30	31	32
Rv3671c protease	-1	-21	3	3	-3	8	-10	-3
VHR inh abs	5	7	-2	19	.	11	24	15
Yp Topo-I inh	5	7	-4	0	4	15	-6	-1
SSB-PriA inh	-6	17	-12	-4	.	-9	-6	2
CCHFV vOTU inh	2	6	-2	-6	-2	-6	9	4
Vc quorum ag	-1.0	-0.5	0.7	i	i	17	i	0.6
SARS 3CLpro inh	1	.	-4	-1	.	-1	-3	-2
MazEF act	4	-6	0	-2	8	-9	-42	9
PrPC TRFRET	4	-6	-3	0	21	4	-2	-6
TcdB inh	1.7	0.4	.	0.2	0.3	0.3	0.8	0.7

33	CC(=O)NCCOC(=O)c1nn(Cc2ccccc2)c(=O)c2ccccc12
34	CC(=O)Nc1cc(-c2cccc(C(=O)NCCO)c2)cn2c(-c3ccc(F)c(Cl)c3)cnc12
35	CCCCCCCCN1[C@@H](CC(=O)OCC)c2cc(F)ccc2S1(=O)=O
36	Cc1cc(-c2cccc([N+](=O)[O-])c2)nc2ccc3ccccc3c12
37	CC(=O)c1cc(CC=C(C)C)c(O)cc1O
38	C/C(=N\Nc1ccc(S(=O)(=O)N2CCCCC2)cn1)c1ccc(O)cc1
39	Cc1cc(C)cc(N=Cc2c(O)c3ccccc3oc2=O)c1
40	O=C(COC(=O)c1cc(S(=O)(=O)N2CCOCC2)ccc1Cl)Nc1ccc(Cl)cn1

compound no.	33	34	35	36	37	38	39	40
Rv3671c protease	-4	.	3	-4	-2	8	-8	.
VHR inh abs	29	.	.	-1	30	.	12	.
Yp Topo-I inh	-1	22	22	-8	-2	-2	-5	-11
SSB-PriA inh	1	.	-21	4	3	.	0	.
CCHFV vOTU inh	0	0	20	12	7	4	-17	-10
Vc quorum ag	-0.9	i	i	i	0.8	i	-1.5	-7.7
SARS 3CLpro inh	-1	.	.	-3	3	.	1	.
MazEF act	4	.	-3	5	5	15	-99	3
PrPC TRFRET	-1	12	4	2	-1	1	-2	-2
TcdB inh	0.2	-11	1.3	.	.	0.3	-0.4	-0.1

Molecules above that contain an aryl thioether with sulfur outside any ring:
9	Cc1nnc(SCC(=O)c2ccc(S(=O)(=O)N3CCOCC3)cc2)n1-c1ccccc1
17	COc1ccc(NC(=O)CN(C)CC(=O)Nc2ccccc2SC)cc1
21	O=C(CSc1n[nH]c(-c2cccs2)n1)N1CCOCC1
22	COc1ccc(NC(=O)CSc2ccc(-c3sc(C)nc3C)nn2)cc1OC
28	CC(=O)Nc1ccc(NC(=O)CSc2ccc(-c3sc(C)nc3C)nn2)cc1

compound no.	9	17	21	22	28
Rv3671c protease	-1	-3	-4	1	3
VHR inh abs	22	10	.	19	19
Yp Topo-I inh	28	1	-3	5	0
SSB-PriA inh	-9	-7	-8	-1	-4
CCHFV vOTU inh	4	2	-2	-4	-6
Vc quorum ag	i	-0.3	-0.4	0.0	i
SARS 3CLpro inh	1	0	.	0	-1
MazEF act	7	1	0	4	-2
PrPC TRFRET	-11	7	-1	1	0
TcdB inh	.	.	1.3	3.2	0.2

More entries follow:
41	Oc1cc2ccccc2cc1-c1nnc2n1-c1ccccc1SC2
42	Nc1ccc(C(=O)O)cc1[N+](=O)[O-]
43	C/C(=N\NC(=O)CCCCCNC(=O)c1ccccc1)c1ccccc1O
44	CC1CCN(Cc2nnnn2CCCC(=O)N(C)C2CCOC2)CC1 (stereo unspecified)
45	CCOc1ccc(CC(=O)N2CCN=C2SC)cc1
46	CC(C)C12CN3CC(C(C)C)(CN(C1)C3(C)C)C2=O
47	COc1cccc(NC(=O)CN(C)C(=O)CCSc2ccc(C)cc2)c1
48	COc1ccc(C2CC(c3ccc(F)cc3)=NN2c2ccccc2)cc1OC (stereo unspecified)

compound no.	41	42	43	44	45	46	47	48
Rv3671c protease	3	0	2	12	-2	4	-6	-7
VHR inh abs	0	33	-15	2	5	-19	.	47
Yp Topo-I inh	8	2	1	0	-10	3	10	25
SSB-PriA inh	-1	3	.	-6	-2	-1	-2	-12
CCHFV vOTU inh	17	3	-5	4	-12	-1	3	-12
Vc quorum ag	.	-0.2	-0.2	-0.3	-0.4	-0.9	-0.5	i
SARS 3CLpro inh	2	-1	4	-1	2	4	.	-1
MazEF act	-4	-2	1	7	5	11	2	-58
PrPC TRFRET	-2	-14	9	-1	9	7	8	10
TcdB inh	.	-0.3	-0.4	0.3	0.0	.	1.0	0.3

49	O=C(CP(=O)(c1ccccc1)c1ccccc1)N/N=C/c1cc(Br)cc(Br)c1O
50	Cc1cccc(C)c1NC(=O)NC1CC2CCC(C1)N2Cc1cccs1 (stereo unspecified)
51	CCC(CC)NC(=O)COC(=O)c1ccc(OCc2ccc(C(C)=O)cc2OC)c(OC)c1
52	O=C(C[n+]1cccc(CNC(=O)c2ccc(OC(F)F)cc2)c1)Nc1ccccc1Cl
53	Cc1ccc(NC(=O)C(C)N2C(=O)c3ccccc3C2=O)cc1C (stereo unspecified)
54	CCN(CC)CCn1c(=N)n(CC(O)c2ccco2)c2ccccc21 (stereo unspecified)
55	Cc1ccc(CN(c2ccc(C(=O)NCc3ccccn3)cc2)S(C)(=O)=O)cc1
56	Cc1ccc(S(=O)(=O)N[C@@H](Cc2ccccc2)C(=O)N2CCC[C@@H]2C(=O)O)cc1
57	CCOc1ccccc1C1C(C(=O)OC)=C(N)OC2=C1C(=O)CCC2 (stereo unspecified)
58	O=C(CCn1c(=S)[nH]c2cc3c(cc2c1=O)OCO3)NCc1cccc(Cl)c1
59	CC(=O)COc1ccc2c(-c3ccccc3)cc(=O)oc2c1

compound no.	49	50	51	52	53	54	55	56	57	58	59
Rv3671c protease	26	3	-6	0	-6	6	4	-4	4	-1	0
VHR inh abs	-12	-5	2	12	-4	45	28	10	13	-5	4
Yp Topo-I inh	-8	6	6	-6	0	3	2	-8	4	8	-1
SSB-PriA inh	.	-5	-10	-10	-7	-13	-14	-4	-12	0	-8
CCHFV vOTU inh	-6	1	1	0	-7	-5	-8	-1	11	-4	-4
Vc quorum ag	0.3	4.8	i	-0.2	i	-0.2	-0.2	0.6	i	-0.4	0.0
SARS 3CLpro inh	-1	-3	-1	-1	4	-1	5	-7	1	-2	2
MazEF act	3	11	0	-6	6	10	1	7	0	10	-20
PrPC TRFRET	5	5	-1	-4	-6	-2	0	1	-1	-3	-5
TcdB inh	-0.4	1.2	0.0	.	-0.1	0.5	.	1.2	.	-1.1	.
